High-throughput results deposited in PubChem by National Center for Advancing Translational Sciences (NCATS).
POLK inh: blocks human DNA polymerase kappa activity; purified Pol kappa, fluorescent DNA synthesis assay, 10 min; Potency, µM (doses to about 107 µM), without a hit: at the highest dose activity, negative = inhibition, usual class: inhibitors; 400,000 compounds, 0.53% hits; further: potency means the concentration at half of the fitted maximal effect; on the % scale 0 is the no-effect control and ±100 the full control effect
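Activity was followed as the change in fluorescence between reads at 0 and 10 min after starting the reaction with 50 nM substrate. Beforehand, 10 nM polymerase had been preincubated with compound for 15 min at room temperature.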
LDHA inh: blocks human lactate dehydrogenase A | 480,000 compounds, 0.15% hits | activity change, % (values are at about 110 or 230 µM) | AID 1347041 | purified LDHA, NADH/diaphorase-resazurin fluorescence; hits give low values | P00338; in the data active means activity change below about -30%; inconclusive means mostly about -25% to -30%;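 further: plate controls were DMSO wells for no effect and wells without enzyme for full effect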
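Enzyme activity of human lactate dehydrogenase 5 (2 nM; 0.06 mM NADH, 0.2 mM pyruvate, 5 min, RT) is measured via a resazurin/diaphorase fluorescence readout of residual NADH.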
Pol eta inh: DNA polymerase eta (human) inhibition; recombinant Pol eta, fluorescent DNA replication assay; Potency, µM (doses to about 114 µM), for the others: at the highest dose activity change, negative = inhibition, actives largely listed as inhibitors; 390,000 compounds, 1.2% hits; AID 588591; further: potency means the concentration at half of the fitted maximal effect; on the % scale 0 is the no-effect control and ±100 the full control effect
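Pol eta (10 nM) was preincubated with compounds for 15 min at room temperature, after which fluorescent replication substrate (50 nM final) was added to start the reaction. Fluorescence was read kinetically at 0 and 10 min.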
Pol beta inh: blocks human DNA polymerase beta activity. P06746. Pol beta primer extension/strand displacement, fluorescence kinetic. Potency, µM (series often up to 114 µM), for the others: at the highest dose activity change, negative = inhibition, most hits filed as inhibitors. 340,000 compounds, 1.3% hits. AID 485314; further: potency means the concentration at half of the fitted maximal effect; on the % scale 0 is the no-effect control and ±100 the full control effect
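Reaction started by 50 nM substrate onto compound-treated Pol beta (10 nM, 15 min preincubation, room temperature); plates read at 0 min and 10 min. Normalized concentration-effect data fitted by four-parameter Hill equation.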
12-LOX inh: blocks human arachidonate 12S-lipoxygenase; purified 12hLO, xylenol orange hydroperoxide absorbance; Potency, µM (highest dose often 108 µM), inactives show top-dose activity change, negative = inhibition, hits mostly inhibitors; AID 1671190; 580,000 compounds, 1.1% hits; further: potency means the concentration at half of the fitted maximal effect; on the % scale 0 is the no-effect control and ±100 the full control effect
Target sequence (P18054 whole entry, looked up): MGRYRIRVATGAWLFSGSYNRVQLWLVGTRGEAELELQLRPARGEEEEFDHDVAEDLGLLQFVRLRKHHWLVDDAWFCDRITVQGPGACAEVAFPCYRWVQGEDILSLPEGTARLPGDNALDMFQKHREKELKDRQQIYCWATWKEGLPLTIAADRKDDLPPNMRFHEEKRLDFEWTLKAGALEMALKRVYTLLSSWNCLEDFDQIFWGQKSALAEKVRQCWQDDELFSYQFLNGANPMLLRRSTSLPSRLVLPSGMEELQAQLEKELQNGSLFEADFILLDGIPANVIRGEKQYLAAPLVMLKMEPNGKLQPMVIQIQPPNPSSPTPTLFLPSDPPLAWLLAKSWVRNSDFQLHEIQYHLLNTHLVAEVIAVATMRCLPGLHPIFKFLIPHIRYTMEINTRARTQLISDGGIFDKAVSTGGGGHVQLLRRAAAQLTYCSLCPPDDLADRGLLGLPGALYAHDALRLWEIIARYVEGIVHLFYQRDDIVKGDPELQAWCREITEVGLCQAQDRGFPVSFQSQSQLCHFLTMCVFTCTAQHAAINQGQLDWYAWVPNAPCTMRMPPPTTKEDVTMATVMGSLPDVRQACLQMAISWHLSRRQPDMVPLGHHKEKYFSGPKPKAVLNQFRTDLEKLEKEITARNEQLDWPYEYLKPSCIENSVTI
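Hydroperoxide product was detected by ferrous iron/xylenol orange as the 573 to 405 nm absorbance ratio. Arachidonic acid at 40 uM (final) was turned over for 30 min at room temperature by 150 nM human 12hLO, pH 7.0 Hepes buffer, after 15 min compound preincubation.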
Apoferritin bind: candidate novel general anesthetic via apoferritin binding. apoferritin/1-aminoanthracene competitive binding, fluorescence. 350,000 compounds, 0.074% hits. AID 485281. Potency, µM (top dose mostly 77.5 µM), for inactives: at the highest dose activity change, negative = displacement, hits mostly inhibitors. P02791; further: potency means the concentration at half of the fitted maximal effect; on the % scale 0 is the no-effect control and ±100 the full control effect; nearly all actives have a fitted effect of over 20% in size
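Read-out: endpoint 1-AMA fluorescence, excitation 380 nm and emission 535 nm, after compounds sit 10 min at room temperature with 10 uM horse-spleen apoferritin in 50% saturated 1-AMA/PBS. Values come from four-parameter Hill fits.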
APE1 inh: inhibitors of human APE1 endonuclease | P27695 | recombinant APE1, TAMRA/BHQ-2 abasic DNA cleavage fluorescence | Potency, µM (highest dose often 65.8 µM), inactives show at the highest dose activity change, negative = inhibition, hits mostly inhibitors | 350,000 compounds, 0.35% hits;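 further: potency means the concentration at half of the fitted maximal effect; plate controls were vehicle for no effect and reference inhibitor for full effect; nearly all actives have a fitted effect of over 55% in size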
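Measures dequenching upon AP-site incision of a 5'-TAMRA/3'-BHQ-2 THF-containing duplex, 50 nM; human APE1 0.75 nM after 15 min room-temperature exposure to compound; kinetic three-point read at one-minute spacing.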
RGS4 inhibitor: blocks human RGS4-accelerated GTP hydrolysis; P49798; Transcreener GDP fluorescence polarization, RGS4-accelerated GTP hydrolysis; Potency, µM (titrated, usually from 114 µM), for the others: at the highest dose activity change, negative = inhibition, most hits filed as inhibitors; 390,000 compounds, 0.039% hits; further: potency means the concentration at half of the fitted maximal effect; on the % scale 0 is the no-effect control and ±100 the full control effect; nearly all actives have a fitted effect of over 75% in size; some results filed as inactive show a strong effect at the top dose
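MLSMR compounds (23 nl, pin-transferred) preincubated 10 min at room temperature with a 500nM (2x) first reagent, then RGS4 at 900nM (2x) plus Transcreener GDP mix added; fluorescence polarization (620/688 nm) read before and after 90 min at 30 °C.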
ERG Ets-DNA blk: ERG Ets/DNA interaction inhibition. P11308. fluorescence polarization, His-ERG Ets domain / labelled DNA. Potency, µM (top dose mostly 76.9 µM), for inactives: at the top dose FP activity, negative = inhibition, usual class: inhibitors. 370,000 compounds, 0.028% hits. AID 624246; active means well fitted inhibition curve with a large enough effect in the polarisation, with a control signal flat; inconclusive means small, poorly fitted or top-dose-only effect, or effect the other way, or a change in a side signal; inactive means no such curve, though single readings can be large or run the other way; the % refers to the polarisation;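 further: polarization taken with two DNA probes labelled with fluorescein and Texas red; potency means the concentration at half of the fitted maximal effect; % of control where 0% means no effect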
Target sequence (P11308 whole entry, looked up, the tested form may be a part): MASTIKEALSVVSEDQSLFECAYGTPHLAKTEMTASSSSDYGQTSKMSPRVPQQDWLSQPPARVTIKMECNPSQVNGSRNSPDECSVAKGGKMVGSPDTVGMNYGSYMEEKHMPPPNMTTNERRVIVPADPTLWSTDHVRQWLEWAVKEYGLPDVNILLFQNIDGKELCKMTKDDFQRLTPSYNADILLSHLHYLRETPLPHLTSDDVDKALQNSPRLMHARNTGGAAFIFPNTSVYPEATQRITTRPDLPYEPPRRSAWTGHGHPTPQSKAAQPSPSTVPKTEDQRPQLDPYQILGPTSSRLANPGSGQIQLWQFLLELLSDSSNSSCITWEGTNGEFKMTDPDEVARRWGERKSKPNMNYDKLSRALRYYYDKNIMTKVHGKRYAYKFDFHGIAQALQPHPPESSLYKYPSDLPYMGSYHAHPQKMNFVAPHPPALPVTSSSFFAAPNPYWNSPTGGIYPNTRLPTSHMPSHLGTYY
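His-tagged ERG Ets domain (1 uM in the protein solution; 300mM KCl, 50mM Tris-HCl, 1mM EDTA, 1mM DTT, pH 7.5) received compound, then a probe mix of 5 nM fluorescein-DNA and 100nM Texas-615-DNA. Fluorescence polarization was read for both dyes.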
* hit, by the source's call; ? = inconclusive; . = no result given; & = joins results of further samples; [ ] = dose if it differs, or a comment. Unless noted, the call rests on the fitted dose curve; in most records, active means well fitted curve in the direction sought with a large enough effect; inconclusive means small, poorly fitted or top-dose-only effect, or another doubt; inactive means no such curve, though single readings can be large; an effect the other way counts as inactive or inconclusive.

1: Cc1cc(=O)n2[nH]c(C)cc2n1
2: O=[n+]1c2c(n([O-])c3c1CCC3)CCCC2
3: O=C(/C=C/c1ccco1)N(Cc1ccccc1)C1CCS(=O)(=O)C1 (centres undefined)
4: O=C(CSc1oc(-c2ccccc2)nc1S(=O)(=O)c1ccc(Br)cc1)NC1CCCCC1
5: CCCc1c(C)nc2ccccc2c1SCCC#N
6: COc1ccc(C2CC(c3cccc(F)c3)=NN2c2ccc(S(N)(=O)=O)cc2)cc1 (centres undefined)
7: Nc1nc(SCc2nc3scc(-c4ccccc4)c3c(=O)[nH]2)n[nH]1
8: Cc1cc(-c2ccc(C)c(S(=O)(=O)N3CCC(C)CC3)c2)on1

entry no.	1	2	3	4	5	6	7	8
POLK inh	-16%	-5%	-4%	-9%	1%	-2%	0%	-8%
LDHA inh	-2	-7	-3	-1	-1	-4	3	-2
Pol eta inh	-2%	-11%	-8%	0%	-18%	-25%	-8%	-15%
Pol beta inh	28%	0%	-65%	18%	29%	.	3%	1%
12-LOX inh	-1%	6%	?	-1%	?	32µM*	2%	?
Apoferritin bind	-2%	-2%	-1%	-12%	-5%	.	-19%	53%[activator]
APE1 inh	-1%	-1%	0%	.	4%	-13%	11%	.
RGS4 inhibitor	2%	10%[11.4 µM]	-21%	-28%	-21%	-5%	-15%	17%
ERG Ets-DNA blk	12%	-2%	-6%[15.4 µM]	9%	-10%	9%	3%	0%

Entries listed so far shown as hits in 12-LOX inh.
nr	Molecule	POLK inh	LDHA inh	Pol eta inh	12-LOX inh	Apoferritin bind	APE1 inh	RGS4 inhibitor	ERG Ets-DNA blk
6	COc1ccc(C2CC(c3cccc(F)c3)=NN2c2ccc(S(N)(=O)=O)cc2)cc1 (centres undefined)	-2%	-4	-25%	32µM*	.	-13%	-5%	9%

New compounds follow.
9: COc1cc(NC(=O)COc2cc(C)cc3oc(=O)c(C)c(C)c23)cc(OC)c1OC
10: Cc1ccc(NC(=O)c2ccc(NCCCN3CCC(C)CC3)c([N+](=O)[O-])c2)c(C)c1
11: CCOC(=O)c1c(-c2ccccc2)oc2ccc(O)c(CN3CCOCC3)c12
12: N#C/C(=N\Nc1c(Cl)cccc1Cl)C(=O)NN
13: Cc1ccccc1NC(=O)c1cc(-c2ccco2)nc2ccccc12
14: O=C(COC(=O)c1cc(S(=O)(=O)N2CCOCC2)ccc1F)Nc1ccc(Cl)cn1
15: O=C(CSc1nnc(CNc2ccc(F)cc2)o1)N1CCCc2ccccc21
16: Cc1ccc(CNc2nc(N)c([N+](=O)[O-])c(Nc3cccc(F)c3)n2)cc1

entry no.	9	10	11	12	13	14	15	16
POLK inh	-5%	3%	-9%	-43%	89µM*	-7%	-18%	-1%
LDHA inh	1&9	-4	1	0	-2	3	3	0
Pol eta inh	-3%	-17%	-8%	-15%	45µM*	-13%	-4%	-10%
Pol beta inh	42%	-13%	4%	-14%	.	.	-13%	19%
12-LOX inh	?	0%	-15%	0%	?	?	0%	1%
Apoferritin bind	-4%	-12%	-9%	-24%	.	.	?	-14%
APE1 inh	31%	44%	-4%	1%	.	43%	-4%	15%
RGS4 inhibitor	-10%[56.9 µM]	-22%	-28%[11.4 µM]	-11%[11.4 µM]	2%	-14%	-56%[56.9 µM]	5%
ERG Ets-DNA blk	13%	-5%	-2%	-2%	13%	6%	-4%	-11%

17: NC(=S)N/N=C/c1ccc(Br)o1
18: O=[N+]([O-])c1ccc(Sc2n[nH]c(-c3ccc(Cl)cc3Cl)n2)nc1
19: Cc1csc(SCC(=O)NC(=O)NCc2ccccc2)n1
20: O=C(Nc1ccccc1C(F)(F)F)c1ncoc1-c1ccco1
21: CN(C)c1ccc(C(=O)C(=O)c2ccccc2)cc1
22: O=C1c2ccccc2C(=O)N1CCC1=CCCCC1
23: CC1CC(C)CN(C(=O)CSCC(=O)Nc2nc(-c3cccs3)cs2)C1 (centres undefined)
24: O=C(O)c1ccccc1C(=O)c1ccc2c(c1)N(Cc1ccc(Cl)c(Cl)c1)C(=O)CO2

entry no.	17	18	19	20	21	22	23	24
POLK inh	9%	-6%	-2%	3%[60.1 µM]	5%	-3%	-4%	-9%
LDHA inh	1	-19	4	-10&-5	-14	1	0	-1
Pol eta inh	6%	-7%	3%	-14%	-24%	-18%	-27%	-14%
Pol beta inh	4%	25%	?	2%	0%	1%	-1%	-23%
12-LOX inh	-12%	?	10%	100%&-21%[activator]	0%	0%	-36%	?
Apoferritin bind	-7%	-10%	-15%	-2%	6%	22µM*	?	?
APE1 inh	-5%	-3%	-1%	.	-7%	3%	-5%	-10%
RGS4 inhibitor	-16%	-36%	-2%	3%	-2%	-31%	?	-16%
ERG Ets-DNA blk	17%	-5%	6%	1%	11%	-13%	2%	-2%

25: CC(=O)c1ccc(OC(C)C)c(CC(C(N)=O)C(N)=O)c1
26: CCN1CCN(CC(=O)Nc2ccc(C(C)=O)cc2)CC1
27: O=C(COC(=O)C1CC(=O)N(Cc2ccccc2)C1)c1ccc(Br)cc1 (centres undefined)
28: COCCc1nn2c(=O)cc(COC(=O)c3ccco3)nc2s1
29: CC1CCCCN1S(=O)(=O)c1ccc(N(C(=O)c2cnccn2)C(C(=O)NC2CCCC2)c2cccs2)cc1 (centres undefined)
30: CCn1c(SCC(=O)N/N=C/C=C\c2ccco2)nc2ccccc21
31: CN(C)C(=O)N1CCC(C(=O)NCc2ccccc2Cl)CC1
32: O=C(COC(=O)/C=C/c1ccc(F)cc1)NCc1cccs1

entry no.	25	26	27	28	29	30	31	32
POLK inh	-4%	11%	2%	0%	-5%	-31%	-4%	-7%
LDHA inh	-4	-20	-12	-2	-5	7	3	-15
Pol eta inh	-7%	-13%	-15%	7%	-6%	?	-6%	-5%
Pol beta inh	1%	10%	21%	37%	?	18µM*	-13%	.
12-LOX inh	-7%	?	-14%	-1%	-16%	?	-12%	1%
Apoferritin bind	-4%	34%[activator]	1%	-3%	-3%	?	7%	.
APE1 inh	-2%	4%	?	.	-12%	?	11%	32%
RGS4 inhibitor	13%	-9%[56.9 µM]	9%	4%	-5%	?	-9%	-10%
ERG Ets-DNA blk	-5%	4%	-13%	4%	5%	16%	.	-2%

33: O=C(C1CCC(CNS(=O)(=O)c2cccs2)CC1)N1CCN(c2ccc(Cl)cc2)CC1 (centres undefined)
34: CC(=O)c1cc2c(cc1NC(=O)CCNC(=O)c1ccccc1Cl)OCO2
35: COC(=O)C1(S(=O)(=O)c2ccc(C)cc2)CCOCC1
36: CCCC(CCC)C(=O)NC1CC(=O)N(c2ccc3c(c2)OCCO3)C1 (centres undefined)
37: O=C(COc1ccc(Cl)cc1)c1ccc(O)cc1O
38: CC(=O)c1ccc(NC(=O)CC2Sc3ccccc3NC2=O)cc1 (centres undefined)
39: COc1ccc(C2CC(c3cccc(OC)c3OC)n3nnnc3N2)cc1 (centres undefined)
40: O=C(CN1C2=NCCN2c2ccccc21)c1ccc(Br)cc1

entry no.	33	34	35	36	37	38	39	40
POLK inh	-6%	-11%	-2%[60.1 µM]	-6%[60.1 µM]	-14%	-4%	-6%	-11%
LDHA inh	-1&1	5	-3	-7	3	-5	0	4&3
Pol eta inh	-6%&-4%	3%	10%	-1%	3%	-13%	-15%	-22%
Pol beta inh	0%&6%	-6%	13%	32%	23%	19%	11%	15%
12-LOX inh	?	0%	4%	-12%	4%	-1%	0%	0%&-5%
Apoferritin bind	-8%&2%	-9%	-6%	-13%	-11%	-7%	?	-23%
APE1 inh	14%	-2%	-2%	.	0%	.	4%	5%
RGS4 inhibitor	25%&5%	-2%	-4%	-10%	-22%	-11%	16%	-2%
ERG Ets-DNA blk	2%&0%	-3%	.	-1%	-4%	-1%	0%	0%

In the list so far, these have a cyano group:
5: CCCc1c(C)nc2ccccc2c1SCCC#N
12: N#C/C(=N\Nc1c(Cl)cccc1Cl)C(=O)NN

entry no.	5	12
POLK inh	1%	-43%
LDHA inh	-1	0
Pol eta inh	-18%	-15%
Pol beta inh	29%	-14%
12-LOX inh	?	0%
Apoferritin bind	-5%	-24%
APE1 inh	4%	1%
RGS4 inhibitor	-21%	-11%[11.4 µM]
ERG Ets-DNA blk	-10%	-2%

(listing goes on)
41: O=C(CSc1nnc(NC(=O)c2c(F)cccc2F)s1)Nc1ccccc1F
42: Cc1ccc(N/C=C/C(=O)c2sc(-c3ccccc3)nc2C)cc1
43: NC(=O)C1CCN(C(=O)CSc2nc3ccccc3o2)CC1
44: O=C(N/N=C/c1ccccc1[N+](=O)[O-])c1ccc2nc[nH]c2c1
45: CCOc1ccc(OCCC(=O)OCC(=O)NC(C)c2ccccc2)cc1 (centres undefined)
46: CN(CC(=O)NNC(=O)CNC(=O)c1ccccc1F)S(=O)(=O)c1ccc(Cl)cc1

entry no.	41	42	43	44	45	46
POLK inh	-2%	-20%	-5%	0%	-3%	-14%
LDHA inh	-4	-9	-1	-1	-3	-13
Pol eta inh	-4%	-8%	-17%	-19%	-16%	4%
Pol beta inh	33%	-24%	2%	22%	.	.
12-LOX inh	43%[activator]	0%	24%	0%	-4%	-2%
Apoferritin bind	5%	-14%	-6%	-5%	.	.
APE1 inh	-3%	2%	-7%	-11%	-11%	4%
RGS4 inhibitor	-23%	-2%[11.4 µM]	-18%	-19%	-5%	20%
ERG Ets-DNA blk	12%	0%	1%	17%	-2%	-6%

This is a subset; the hit share may differ from the screen's.
